12-LOX inh = blocks human arachidonate 12S-lipoxygenase. Potency, µM (series often up to 108 µM), for the others: at the highest dose activity change, negative = inhibition, actives largely listed as inhibitors. hit rate 1.1% among 580,000. P18054. purified 12hLO, xylenol orange hydroperoxide absorbance; active = well fitted inhibition curve with a large enough effect; inconclusive = small, poorly fitted or top-dose-only effect, or another doubt; inactive = no such curve, though single readings can be large or run the other way
Target sequence (P18054 whole entry, looked up): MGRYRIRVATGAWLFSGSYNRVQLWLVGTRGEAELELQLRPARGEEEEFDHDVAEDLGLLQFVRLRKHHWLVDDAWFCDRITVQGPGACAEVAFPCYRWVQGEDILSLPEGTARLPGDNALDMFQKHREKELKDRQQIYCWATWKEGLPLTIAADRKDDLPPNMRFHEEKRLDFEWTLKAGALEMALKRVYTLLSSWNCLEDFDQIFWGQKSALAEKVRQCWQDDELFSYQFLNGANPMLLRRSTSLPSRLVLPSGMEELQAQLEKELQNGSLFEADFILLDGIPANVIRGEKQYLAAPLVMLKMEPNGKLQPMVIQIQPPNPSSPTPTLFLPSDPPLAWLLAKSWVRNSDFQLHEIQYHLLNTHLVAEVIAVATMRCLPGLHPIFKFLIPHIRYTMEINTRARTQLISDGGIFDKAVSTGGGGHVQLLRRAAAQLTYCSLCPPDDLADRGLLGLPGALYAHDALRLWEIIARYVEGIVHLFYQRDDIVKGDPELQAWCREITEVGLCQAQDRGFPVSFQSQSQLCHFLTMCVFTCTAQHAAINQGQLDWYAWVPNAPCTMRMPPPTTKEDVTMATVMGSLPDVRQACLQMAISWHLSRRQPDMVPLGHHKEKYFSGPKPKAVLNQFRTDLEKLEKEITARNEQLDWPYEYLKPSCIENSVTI
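Purified human 12hLO (150 nM final) in 25 mM Hepes, 0.01% Triton X-100, pH 7.0 was preincubated 15 min at room temperature with compound. Then 40 uM arachidonic acid was added, 30 min. Hydroperoxide was read by Fe-XO absorbance ratio 573/405 nm.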
Numbers without * were called inactive; u = inconclusive; [ ] = dose if it differs, or a comment. % is set by controls: 0 for no effect and ±100 for the full control effect; potency is the fitted concentration of half-maximal effect.

SMILES	12-LOX inh
O=C(Cc1ccccc1)N1CCC(Oc2cnc3c(ccn3-c3cncnc3)c2)CC1	u
Cc1onc(-c2cnn(C)c2NCc2ccc(C#N)cc2)c1C(=O)N(C)c1ccccc1	-6%[176 µM]
CCc1ccc(NC(=O)CC(C)(C)CC(=O)O)cc1	22%
CS(=O)(=O)N1CCC(N2C(=O)C(OCC3CC3)C23CCCCC3)CC1 (stereo not drawn)	17%
CCC(=O)N1Cc2ccccc2CC2(CCN(Cc3cccnc3)C2)C1 (stereo not drawn)	6%[6.33 µM]
O=C(NCc1cc2n(n1)CCNC2)c1cc2c(s1)CCCCC2	0%
O=C(CCC(=O)n1ncc2c(Cl)cccc21)N1CCC(Cc2nc(C3CCOCC3)no2)CC1	13%
COCC(=O)NC1CCC12CCN(Cc1cccc(F)c1)CC2 (stereo not drawn)	37%[activator]
O=C(O)CNC(=O)c1cc(-c2ccccc2)nc2ccccc12	2%
COCC(=O)N1CCC(Oc2ccccc2C(=O)N2C[C@H]3CC[C@H]2C3)CC1	-15%
CC(=O)c1ccc(OCc2ccc(F)cc2)cc1	40%[activator]
O=C(Nc1ccc(Br)cc1Cl)C12CC3CC(CC(C3)C1)C2	u
Cn1cccc1C(=O)N1CCCN(Cc2ccncc2)C(c2ccccc2)CC(=O)NCC1 (stereo not drawn)	12%
CCOCC(=O)Nc1ccc2ncnc(N3CCCCC3)c2c1	55%[activator]
Cc1sc2ncn(CC(=O)NC3CCCc4ccccc43)c(=O)c2c1C (stereo not drawn)	9%
O/N=C/c1cc[n+](C/C=C\c2ccccc2)cc1	-3%
COC(=O)[C@]12C[C@H](CC(=O)NCCc3ccccc3OC)C(=O)N(Cc3ccccc3)C1=C[C@H](C1CCCC1)O[C@@H]2C	-8%
CCC1CCC(c2ccc(C(C)=O)cc2)CC1 (stereo not drawn)	-3%
CC(C)n1ncc2cc(C(=O)NCc3ccc(OCC(F)(F)F)cc3)cnc21	48%[activator]
CCn1ccc(C(=O)N2CCC(c3n[nH]c(=O)n3-c3ccc(C)cc3)CC2)n1	u
Cc1ccc(CNCC2CCNCC2)s1	u
CC(C)CCN1CCc2nc(C(=O)Nc3ccc(Cl)cc3)oc2CC1	5%[176 µM]
COc1cccc([S+](=O)([O-])N2CCC3(CC2)NC(=O)c2ccccc2O3)c1	6%
CCC(C)C(=O)N(Cc1ccccn1)C1CC1 (stereo not drawn)	26%
O=C(Nc1ccccc1)O[C@@H]1CO[C@H]2[C@@H]1OC[C@@H]2NC(=O)C1CC1	-14%[176 µM]
CCOc1ccc(NC(=O)Cn2ccn3nc4c(c3c2=O)CCCCC4)cc1	9%
CCOC(=O)C1=CN(CC(=O)Nc2cc(C)ccc2C)S(=O)(=O)N=C1C	21%
CC(=O)c1cc(C)cc(C(C)=O)c1O	1%
Cc1cc(C)cc(Oc2coc3cc(OC(=O)c4ccco4)ccc3c2=O)c1	-5%
Cc1cnc(-n2ncc(C(=O)NCCc3cccnc3)c2C)nc1-c1ccc(F)cc1	4%
OC(COc1ccc(Oc2ccccc2)cc1)CN1CCN(c2ncccn2)CC1 (stereo not drawn)	4%
Cn1cc(C(=O)NCC2CN(CCCc3ccccc3)CC23CN(c2ccccc2)C3)cn1 (stereo not drawn)	3%
O=C(CN1C(=O)NC2(CCCCC2)C1=O)NCCCc1ccccc1	16%
Cc1ccc(C(=O)N2CCC3(CC2)CC(N(Cc2ccc(F)cc2)C2CC2)CCO3)cc1 (stereo not drawn)	-6%
Cc1noc([C@@H]2CC(F)(F)CN2C(=O)c2coc(C)n2)n1	31%[activator]
COCCn1c(=O)c(C)nc2cnc(N3CCNCC3)nc21	u
O=C(CCc1nnc(C(=O)Nc2cccc(Cl)c2)s1)NCc1ccccn1	1%
Fc1ccc2c(c1)nc1n2[C@@H](CNCc2cnc3ccccc3c2)COC1	23%[176 µM]
O=C(Cn1c(-c2cscn2)nc2ccccc21)Nc1ccc(N2CCCCCC2)cc1	-16%
O=C(c1cc(=O)c2ccccc2o1)N(Cc1cccs1)c1ccccn1	u

Reprinted from the part before: five compounds; new compounds follow.
SMILES	12-LOX inh
COCCn1c(=O)c(C)nc2cnc(N3CCNCC3)nc21	u
O=C(CCc1nnc(C(=O)Nc2cccc(Cl)c2)s1)NCc1ccccn1	1%
Fc1ccc2c(c1)nc1n2[C@@H](CNCc2cnc3ccccc3c2)COC1	23%[176 µM]
O=C(Cn1c(-c2cscn2)nc2ccccc21)Nc1ccc(N2CCCCCC2)cc1	-16%
O=C(c1cc(=O)c2ccccc2o1)N(Cc1cccs1)c1ccccn1	u
COc1ccc(CN2C(=O)[C@@H]3C[C@@H](O)CN3C3(CN(C4CCOCC4)C3)C2=O)cc1	8%[176 µM]
Cc1ccc(NC(=O)C2=COCCO2)cc1Cl	-17%
O=C(C1CCCC1)N1CCC2(CC1)C(=O)NCN2Cc1ccc(Cl)cc1	29%
Cc1cnc(C2CCN(C(=O)NC(C)C)C2)n1C(C)C (stereo not drawn)	18%
C/C=C/C=C/C(=O)OCc1nc2c(c(=O)[nH]c(=O)n2CCCC)n1CC	u
COc1ccc2[nH]c(C[C@@H]3C[C@@H](C(C)C)[C@H](CNC(=O)Cn4cnnn4)C=C3C)nc2n1	3%
Cc1ccsc1-c1[nH]nc2ncc(-c3cccc(O)c3)nc12	u
N#Cc1cccc(-c2cncnc2NCCc2cnc[nH]2)c1	-4%
O=C(Cn1nc2c(cc1=O)CCCCC2)Nc1ccc(C(F)(F)F)cc1	0%
Cc1nc([C@H]2CCN(Cc3cn(C)c4ccccc34)C[C@H]2NC(=O)C2CC2)n[nH]1	67%[activator]
CNC(=O)[C@@H]1CN(C(=O)c2ccc(Cl)cc2)C[C@H]1CO	18%
CCn1cc(CN(C)C(=O)[C@H]2CN(Cc3ccccc3)C[C@H]2C(=O)O)c(C)n1	u
CCc1ccc(NC(=O)CN2C(=O)NC3(CCC(C)CC3)C2=O)cc1 (stereo not drawn)	13%
CN(C)CCCn1cnc2cc(NC(=O)C[C@H]3NC(=O)c4ccccc4NC3=O)ccc21	43%[activator]
CCC(O)c1cc2n(n1)CCN(C(=O)c1cnc(C)nc1-c1ccccc1)C2 (stereo not drawn)	20%
Cc1nn(CN2CCN(Cc3ccccc3)CC2)c(=O)c2ccccc12	18%
COc1cccc(CN2C[C@]34C=C[C@H](O3)C(C(=O)N3CCCCC3)C4C2=O)c1 (stereo partly drawn)	0%
COc1ccccc1CNc1nc(-c2ccccc2)cs1	14µM*
CCCCc1cc(=O)oc2c(C)c(OCC(=O)NCc3cccnc3)ccc12	7%
CC1C(=O)CCN(CCCO)C1C (stereo not drawn)	u

Some of these compounds in order of the 12-LOX inh value, rising.
structure | 12-LOX inh
O=C(Cn1nc2c(cc1=O)CCCCC2)Nc1ccc(C(F)(F)F)cc1 | 0%
CNC(=O)[C@@H]1CN(C(=O)c2ccc(Cl)cc2)C[C@H]1CO | 18%
CCC(O)c1cc2n(n1)CCN(C(=O)c1cnc(C)nc1-c1ccccc1)C2 (stereo not drawn) | 20%

Some of the entries so far, with the structure last.
12-LOX inh | smiles
u | Cc1ccc(CNCC2CCNCC2)s1
5%[176 µM] | CC(C)CCN1CCc2nc(C(=O)Nc3ccc(Cl)cc3)oc2CC1
6% | COc1cccc([S+](=O)([O-])N2CCC3(CC2)NC(=O)c2ccccc2O3)c1
26% | CCC(C)C(=O)N(Cc1ccccn1)C1CC1 (stereo not drawn)

Carrying on.
SMILES	12-LOX inh
CCn1nccc1C(=O)NCCC1CCN(C(=O)Nc2cc(F)ccc2F)CC1	45%[activator]
COc1ccc(C2=NS(=O)(=O)N(C)C(C(=O)Nc3ccn(Cc4ccccc4C)n3)=C2)cc1	-7%
Cc1ccc(NC(=O)Cn2c(N3CCCCC3)nc(C)c(C)c2=O)c(Cl)c1	2%
c1cncc(Nc2cc3c(cn2)CN(CC2CCCCC2)CCN3)c1	u
CCCCCC(=O)Nc1nc2c(s1)C[C@@H]1[C@](C)(CO)[C@H](O)CC[C@@]1(C)[C@@H]2CC(=O)NCCc1ccc(OC)c(OC)c1	4%
CC(C)N(c1cc(=O)nc2ccccn12)C(C)C	-29%
CCCCN1C(=O)[C@@H]2C[C@@H](O)CN2C2(CN(Cc3ccc(F)c(F)c3)C2)C1=O	-4%[176 µM]
O=C(NCCc1ccc(Cl)cc1)C1CN(c2cccc(Cl)c2)C(=O)N1 (stereo not drawn)	u
O=C(Nc1ccccc1Cl)N[C@H]1CC[C@@]23CCCN2C(=O)CCC[C@H]3C1Cc1ccccc1 (stereo partly drawn)	-17%
C[C@]1(CO)[C@H]2Cc3sc(NC(=O)C4CCCCC4)nc3[C@@H](CC(=O)NCc3cccs3)[C@]2(C)CC[C@H]1O	12%
O=C(NCc1cccnc1)C1CCC(=O)N(CCCN2CCCC2=O)C1 (stereo not drawn)	-14%
O=C(NC1CCCC1)c1cc(C2CC2)nc2onc(C3CCNC3)c12 (stereo not drawn)	0%[6.33 µM]
COc1cccc(N)c1	19%
COCCn1c(=O)c(-c2cc(F)cc(F)c2)nc2cnc(Oc3ccccc3)nc21	245%[activator]
Cc1ccc(Nc2ncc(C(=O)NC3CCCC(C)C3C)c3ccccc23)cc1Cl (stereo not drawn)	39%
COc1ccccc1N1CCN(C(=O)C2CCN(S(=O)(=O)Cc3ccc(F)cc3)CC2)CC1	5%
COc1ccc(C2Cn3cnc(C(=O)N4CCC(C(=O)Nc5ccccc5OC)CC4)c3CO2)cc1 (stereo not drawn)	-12%
O=C(COc1ccccc1)NC1CCc2nnc(C3CC3)n2CC1 (stereo not drawn)	40%[activator]
O=C(NCc1ccc(C(=O)N2CCCC2)cc1)C1CCCCC1	u
CNC(=O)[C@@H]1CN(C(=O)c2ccncn2)C[C@H]1c1n[nH]c(C)n1	33%[activator]
NC(=O)C1CCN(c2nc(-c3cccs3)nc3ccccc23)CC1	49%[activator]
CC(C)C(C)NC(=O)CSc1ncnc2ccccc12 (stereo not drawn)	-18%
CNC(=O)NC(=O)C(c1ccccc1)N(C)CC(=O)NCCOC (stereo not drawn)	10%
Brc1ccc(CN2CCN(c3ncc(Cc4ccccc4)cn3)CC2)cc1	-18%
Cc1ccc(C)c(C(=O)C(C)n2cnc3c2c(=O)n(C)c(=O)n3C)c1 (stereo not drawn)	9%
COCCNc1nc(-c2ccccc2Cl)nc2ccccc12	u
COc1ccc(Nc2nc3ccccc3nc2NS(=O)(=O)c2ccc(Cl)cc2)c(OC)c1	-16%
O=Cc1cc2ccccc2o1	0%[176 µM]
CCOc1cc(/C=C/c2nc3ccccc3o2)ccc1OC	-13%
Cc1ccc(Cn2cnc3c2c(=O)n(C)c(=O)n3C)cc1	-3%
Cc1noc(C)c1S(=O)(=O)N1CCCC(c2[nH]ccc2C(N)=O)C1 (stereo not drawn)	13%
O=c1c2c(n(Cc3cccnc3)n1CCc1ccccc1)CN(Cc1ccc3c(c1)CCO3)CC2	-26%
COc1cccc(-n2ccn(Cc3c(F)cccc3Cl)c(=O)c2=O)c1	10%
O=C(NC1CCCN(C(=O)C2CC2)C1)c1cccc(Cn2cccn2)c1 (stereo not drawn)	19%
NCCC(=O)N1CCC2(CC1)CN([S+](=O)([O-])c1ccccc1)CCO2	9%[6.33 µM]
CO[C@H]1C(=O)N(C(C)C)[C@H]1C1CCN(S(=O)(=O)c2cn(C)cn2)CC1	44%[activator]
CCOC(=O)N1CCN(C(=O)C[C@H]2C[C@@]3(C(=O)OC)C(=C[C@H](C4CCCC4)O[C@@H]3C)N(Cc3ccccc3)C2=O)CC1	-30%
Fc1ccc(/C=N/Nc2ccc(Cl)c(Cl)c2)cc1F	5µM*
CCOc1ccc(NC(=O)c2cc(=O)c3cc(C)ccc3o2)cc1	u
CN(C)c1nc(C2CC(N)C2)cc(N(C)Cc2cnn(C)c2)n1 (stereo not drawn)	41%
CC(C)Nc1nc(N)c(C(=O)c2ccccc2)s1	-16%
CSCc1ccc(C(=O)NCc2ccccc2)o1	-4%
COCc1noc(CC2CCOC3(CCN(C(=O)c4n[nH]c5ccccc45)CC3)C2)n1 (stereo not drawn)	16%
Cc1ccc(-c2nc(C(=O)NCc3ccc4c(c3)OCO4)no2)cc1	-2%
Cn1cc(-c2ccccc2F)c2nc(COc3ccccc3)cn2c1=O	9%[176 µM]
O=C(CCn1ccc2cc(S(=O)(=O)N3CCCCC3)ccc21)N1CCOCC1	-36%
O=C(c1cccc(Cl)c1)N1CCC(N2CC3CCCN3C2=O)CC1 (stereo not drawn)	16%
CC(=O)Oc1ccc2c(=O)c(-c3ccc(Cl)cc3)c(C(F)(F)F)oc2c1	u
CC(C)c1ccc(CN2CC[C@@H]3OCC(=O)N(C(C)C)[C@H]3CC2)cc1	u
CS(=O)(=O)Nc1cccc(Nc2nccc3[nH]c(-c4cccc(C(F)(F)F)c4)cc23)c1	u
O=C(O)c1cccc(CC2CCN(C(=O)C3CCC(O)CC3)C2)c1 (stereo not drawn)	36%[activator]
O=C(CSc1ccc(Cl)cc1)Nc1ccc2c(c1)OCCCO2	u
CCCc1cc(CNC(=O)c2ccc(N3CCCN(CCC)CC3)nc2)on1	-7%
COc1ccc(C(=O)Nc2ccc3c(c2)CN(CCc2ccccc2)C(=O)C(C)O3)cc1OC (stereo not drawn)	-26%
Cn1cccc1CN1CCCC2(CC(Cc3ccccc3)=NO2)C1 (stereo not drawn)	6%[176 µM]
O=C1[C@@H]2C[C@@H](CN2C(=O)C2CC2)Oc2ccccc2N1Cc1cccnc1	53%[activator][176 µM]
CCCNC(=O)N1CCC(c2nc(CCOCC3CCOCC3)no2)C1 (stereo not drawn)	22%

Bioassay records: PubChem BioAssay, National Center for Advancing Translational Sciences (NCATS)

A portion of the library (hit frequency here may not be typical).
